ERK EGF block: qHTS Assay for Inhibitors of the ERK Signaling Pathway using a Homogeneous Screening Assay; Stimulation with EGF | actives 0.41% (n = 130,000) | Potency, µM (top dose mostly 11.5 µM), without a hit: at the top dose activity change, negative = inhibition, usual class: inhibitors | HEK293-V1b, EGF-stimulated phospho-ERK AlphaScreen | AID 1454, 2008; active = well fitted inhibition curve with a large enough effect; inconclusive = small, poorly fitted or top-dose-only effect, or effect the other way;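 also: plate controls were stimulated vehicle wells for no effect and unstimulated vehicle basal for full effect; nearly all actives have a fitted effect of over 55% in size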
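Homogeneous cell-based phospho-ERK assay: HEK293/V1b cells in 1% FBS, compound 30 min then EGF 5 min, AlphaScreen luminescence. Activity normalized between DMSO and 25 nM EGF controls; AC50 from Hill modelling.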
The depositor's hits bear a star; [ ] = remark or other dose. Potency is read from the fitted curve at half-maximal effect. Some of the compounds tested (hit frequency here may not be typical).

For CCCCNC(=O)c1cc(-c2ccc(F)cc2)on1 the results were ERK EGF block 0.8%.
`CCOc1ccc(-n2c(SCC(=O)Nc3ccc(CC)cc3)nc3n[nH]c(C)c3c2=N)cc1` gave ERK EGF block -1.8%.
Screening O=C(O)CC(C(=O)Nc1ccc(F)cc1)C1CCCO1 (configuration not stated) returned ERK EGF block 3.1%[57.5 µM].
Screening S=C(NCc1ccncc1)Nc1ccc(Cl)c(Cl)c1 returned ERK EGF block 2.8%.
Screening Cc1cc(Cl)nc(Cl)c1C(=O)NC(=O)NCCC(C)C returned ERK EGF block -3.6%.
`Cc1ccccc1N(CC(=O)NC1CCCC1)C(=O)C1(C)CC(=O)N=C2C=CC=CN21` (configuration not stated) gave ERK EGF block 11.4%.
For COc1ccc(OCC(=O)Nc2ccc3nc(C)sc3c2)cc1 the results were ERK EGF block -4.4%.
CC12CCC(C(=O)NNc3ccccc3)(C(=O)C1=O)C2(C)C (configuration not stated) was read as ERK EGF block 1.4%[57.5 µM].
For Cn1c(=O)c2c(nc(Cc3ccccc3)n2C)n(C)c1=O the results were ERK EGF block -3.1%[57.5 µM].
Screening CN1CCCC1c1cccnc1 (configuration not stated) returned ERK EGF block 2.0%.
For CCCN1C(=S)SC(C)(C)C1/[N+]([O-])=C/c1ccc(S(=O)(=O)NC)cc1 (configuration not stated) the results were ERK EGF block inconclusive.
For CCOC(=O)c1cc(NC(=O)COC)ccc1O the results were ERK EGF block -5.3%.
`O=C(COc1ccc(Cl)cc1)N(Cc1ccco1)C1CCS(=O)(=O)C1` (configuration not stated) gave ERK EGF block -8.8%[57.5 µM].
`COc1ccc2nccnc2c1[N+](=O)[O-]` gave ERK EGF block 0.0%[57.5 µM].
`COC(=O)c1ccc(COC(=O)C(CCS(C)(=O)=O)N2C(=O)c3ccccc3C2=O)cc1` (configuration not stated) gave ERK EGF block -0.2%.
For Cc1nc2cc(N)ccc2n1C1CCCCC1 the results were ERK EGF block 6.0%.
`CCN(CC)S(=O)(=O)c1cccc(NC(=O)COC(=O)C2CC3C=CC2C3)c1` (configuration not stated) gave ERK EGF block inconclusive.
Screening Cc1cccn2cc(CNC(=O)c3ccc(Br)o3)nc12 returned ERK EGF block inconclusive.
`CN(C)CCCNc1nc(-c2ccccc2)nc2ccccc12` gave ERK EGF block inconclusive.
For O=C(Nc1n[nH]c(C(F)(F)F)n1)c1cccs1 the results were ERK EGF block -1.4%[57.5 µM].
c1ccc(C2=Nn3c(Cn4nnc5ccccc54)nnc3SC2)cc1 was read as ERK EGF block 12.1%[57.5 µM].
`CN(C)C(CNC(=S)Nc1ccc(F)cc1)c1cccnc1` (configuration not stated) gave ERK EGF block 3.5%[57.5 µM].
For C#CCn1c(=NC(=O)CSC(C)=O)sc2cc(F)ccc21 the results were ERK EGF block -13.6%[57.5 µM].
CCn1c(CSCc2ccccc2)n[nH]c1=S was read as ERK EGF block -8.3%.
Screening COc1cc(NC(=O)COC(C)=O)cc(OC)c1OC returned ERK EGF block -7.0%.
Screening Cc1csc2ncc(C(=O)NCc3ccccn3)c(=O)n12 returned ERK EGF block 2.1%.
`C=CCOC(=O)C1=C[C@H](c2cn(C(C)=O)c3ccccc23)C[C@H](OCc2ccc(CO)cc2)O1` gave ERK EGF block -12.4%[57.5 µM].
`COc1ccccc1CN1CC2(CCN(C(=O)c3cc(C(F)(F)F)cc(C(F)(F)F)c3)CC2)C1` gave ERK EGF block -0.2%.
For CCOC(=O)c1sc(Nc2nc3cc4c(cc3s2)OCO4)cc1C the results were ERK EGF block inconclusive.
Screening C/C=C\C(=O)Nc1cccc(C2=NOC3(C2)C[C@@H](C(N)=O)N(C(=O)C2(C)CC2)C3)c1 (some centres not stated) returned ERK EGF block -7.7%[57.5 µM].

3 compounds picked at random from the list so far, as already listed:
`C=CCOC(=O)C1=C[C@H](c2cn(C(C)=O)c3ccccc23)C[C@H](OCc2ccc(CO)cc2)O1` gave ERK EGF block -12.4%[57.5 µM].
Screening COc1cc(NC(=O)COC(C)=O)cc(OC)c1OC returned ERK EGF block -7.0%.
For CCOC(=O)c1sc(Nc2nc3cc4c(cc3s2)OCO4)cc1C the results were ERK EGF block inconclusive.

In the list so far, these contain a CF3 group.
For O=C(Nc1n[nH]c(C(F)(F)F)n1)c1cccs1 the results were ERK EGF block -1.4%[57.5 µM].
`COc1ccccc1CN1CC2(CCN(C(=O)c3cc(C(F)(F)F)cc(C(F)(F)F)c3)CC2)C1` gave ERK EGF block -0.2%.

(continued)
`CC(C)c1ccc(/C=N/Nc2ccc(C(=O)O)cc2)cc1` gave ERK EGF block 5.4%.
For O=C(CCc1nc2ccccc2[nH]1)NC1CCCCC1 the results were ERK EGF block 10.0%.
`C=CCn1c(=N)n(CC(=O)c2cccc([N+](=O)[O-])c2)c2ccccc21` gave ERK EGF block -10.7%.
Cc1cccc(N=Nc2cn[nH]c2-c2ccco2)c1 was read as ERK EGF block inconclusive.
O=S1(=O)CC(O)C(Nc2ccc(Cl)cc2)C1 (configuration not stated) was read as ERK EGF block -0.1%.
Screening COc1ccc(-n2cnnc2SCC(=O)Nc2cc(C)on2)cc1 returned ERK EGF block 1.4%.
`Nc1nc(SCC(=O)N2CCCC2)[nH]c(=O)c1NC(=O)c1cccs1` gave ERK EGF block -6.4%[57.5 µM].
COc1cc(/C=C(/NC(C)=O)C(=O)O)cc(Cl)c1OCc1ccc(Br)cc1 was read as ERK EGF block -13.6%[57.5 µM].
O=C(NCc1cccs1)c1cnc(Cl)c(Cl)c1 was read as ERK EGF block -1.8%.
O=C(c1ccccc1F)N(NC(=O)C(O)(c1ccccc1)c1ccccc1)c1ccccc1 was read as ERK EGF block -3.0%.
For Cc1ccc2nsnc2c1NC(=O)CCc1ccccc1 the results were ERK EGF block 1.4%.
Screening O=C1N(Cc2cccc(Cl)c2)C[C@@H]2C[C@@H](c3ccsc3)N3CCC[C@@]123 returned ERK EGF block -15.5%[57.5 µM].
`O=C(CNC(=O)C1CCCCC1)OCn1nnc2ccccc2c1=O` gave ERK EGF block -9.6%.
COc1ccc(CNc2nc(-c3ccc(C(=O)N(C)C)cc3)nc3ccccc23)c(OC)c1 was read as ERK EGF block 11.0%.
Screening Cc1ccc(CNC(=O)C2CC(c3ccccc3C(F)(F)F)=NO2)cc1 (configuration not stated) returned ERK EGF block -2.9%[57.5 µM].

The final 4 records of the section above lead into the next:
Screening O=C1N(Cc2cccc(Cl)c2)C[C@@H]2C[C@@H](c3ccsc3)N3CCC[C@@]123 returned ERK EGF block -15.5%[57.5 µM].
`O=C(CNC(=O)C1CCCCC1)OCn1nnc2ccccc2c1=O` gave ERK EGF block -9.6%.
COc1ccc(CNc2nc(-c3ccc(C(=O)N(C)C)cc3)nc3ccccc23)c(OC)c1 was read as ERK EGF block 11.0%.
Screening Cc1ccc(CNC(=O)C2CC(c3ccccc3C(F)(F)F)=NO2)cc1 (configuration not stated) returned ERK EGF block -2.9%[57.5 µM].
For CC1CC(C)(C)NC(=S)N1CC(=O)NCc1ccc(Cl)cc1 (configuration not stated) the results were ERK EGF block 3.7%.
Screening CCN(CC)C(=S)NC(=O)c1cccnc1 returned ERK EGF block 1.8%.
COc1ccc(NC(=O)Cc2ccc(C)c(C)c2)cc1Cl was read as ERK EGF block -3.4%.
For COc1ccc(NC(=O)c2ccccc2-c2ccccc2)c(C)c1 the results were ERK EGF block -1.3%.
For C/C(Cl)=C\C[N+](C)(C)CC(=O)OCCc1ccccc1 the results were ERK EGF block -0.2%[57.5 µM].
CCOC(=O)C1(Cc2ccccc2C(F)(F)F)CCN(CCCn2cccn2)CC1 was read as ERK EGF block 2.2%.
For CNc1ccc(Oc2nc([N+](=O)[O-])nn2C)cc1 the results were ERK EGF block -15.8%.
Screening CC(=O)Nc1ccc(OCCOc2ccc([N+](=O)[O-])cc2)cc1 returned ERK EGF block 3.3%[57.5 µM].
COc1ccc(CCNC(=O)C(=O)NCc2ccccn2)cc1 was read as ERK EGF block -10.6%.
For CC(=O)c1ccc(NC(=O)/C=C/c2ccc(C)cc2)cc1 the results were ERK EGF block -5.0%.
For c1ccc(CN2CCN(CCCNc3ccc4nnc(-c5ccccc5)n4n3)CC2)cc1 the results were ERK EGF block -0.7%.
O=C1CCCC(O)=C1N=Nc1c(Cl)cc(Cl)cc1Cl was read as ERK EGF block -7.4%.
For Cc1ccc(C(=O)N2CC3(C(C)C)CN(C(=O)c4ccc(C)cc4)CC(C(C)C)(C2)C3=O)cc1 the results were ERK EGF block 9.3%[57.5 µM].
`Cn1c(=O)[nH]c(=O)c2c1nc(N1CCCCCC1)n2CCOc1ccccc1` gave ERK EGF block -1.3%.
For COC(=O)C1=C(C)NC(=O)NC1c1ccc(-c2ccc(Cl)cc2)o1 (configuration not stated) the results were ERK EGF block 0.6%.

Structures from the list above that have two or more sulfur atoms (5):
For CCCN1C(=S)SC(C)(C)C1/[N+]([O-])=C/c1ccc(S(=O)(=O)NC)cc1 (configuration not stated) the results were ERK EGF block inconclusive.
For C#CCn1c(=NC(=O)CSC(C)=O)sc2cc(F)ccc21 the results were ERK EGF block -13.6%[57.5 µM].
CCn1c(CSCc2ccccc2)n[nH]c1=S was read as ERK EGF block -8.3%.
For CCOC(=O)c1sc(Nc2nc3cc4c(cc3s2)OCO4)cc1C the results were ERK EGF block inconclusive.
`Nc1nc(SCC(=O)N2CCCC2)[nH]c(=O)c1NC(=O)c1cccs1` gave ERK EGF block -6.4%[57.5 µM].

(more compounds)
`Cn1c2ccccc2c(=O)c2c(=O)n(Cc3ccco3)c(COc3ccccc3)nc21` gave ERK EGF block 0.0%.
For Cc1onc(-c2c(F)cccc2Cl)c1C(=O)NNC(=O)C1CCN(Cc2cccc(F)c2)CC1 the results were ERK EGF block -9.7%.
For O=C(O)CC/C=C\C[C@@H]1CO[C@H](c2ccccc2Cl)O[C@@H]1c1ccccc1O the results were ERK EGF block -2.8%.
Screening CS(=O)(=O)N1N=C(c2cccs2)CC1c1ccccc1 (configuration not stated) returned ERK EGF block -8.8%[57.5 µM].
For CCCOc1ccc(C2C(C(=O)/C=C/c3ccco3)=C(O)C(=O)N2CCN2CCOCC2)cc1OC (configuration not stated) the results were ERK EGF block -2.8%.
For Cc1nnc(N/N=C/C(C)c2ccccc2)[nH]c1=O (configuration not stated) the results were ERK EGF block -3.9%[57.5 µM].
Screening O=C(Nc1cccc(F)c1)NC1(C(=O)N2CCOCC2)CCCCC1 returned ERK EGF block -2.3%.
`O=C(O)C1=C[C@@H](c2ccc(Br)cc2)C[C@@H](OCc2ccc(CO)cc2)O1` gave ERK EGF block -14.2%[57.5 µM].
For CN(Cc1cccc2ccccc12)C(=O)c1cc(COc2c(F)cccc2F)on1 the results were ERK EGF block -7.0%[57.5 µM].
CCCCC1C(=O)CC[C@H]2[C@@H]1CC(=O)[C@@H]2C/C=C\CCCC(=O)O (some centres not stated) was read as ERK EGF block -14.3%.
`Cc1cccc(Cl)c1NC(=S)N1CCN(c2ccc([N+](=O)[O-])cn2)CC1` gave ERK EGF block inconclusive.
For CC(CCCC(C)(C)O)NCc1cn[nH]c1-c1ccc2c(c1)OCO2 (configuration not stated) the results were ERK EGF block -18.3%.
For Cc1ccc2occ(C3NC(C(=O)O)CS3)c(=O)c2c1 (configuration not stated) the results were ERK EGF block -3.4%.
Cc1cc([N+](=O)[O-])nn1CC(=O)N1N=C(C(F)F)CC1(O)C(F)F (configuration not stated) was read as ERK EGF block 0.3%.
For Cc1nc2cc(NCc3cccs3)ccc2n1C the results were ERK EGF block 9.0%.
`Cc1nn(-c2ccccc2)c(NC(=O)c2cccs2)c(-c2ccc(Cl)cc2)c1=O` gave ERK EGF block -1.9%.
CCCCCn1nc(C)c(/C=N/NC(=O)c2ccoc2C)c1C was read as ERK EGF block inconclusive.
NC(=O)C1(c2ccccc2)CCCN1C(=O)c1ccc(Br)cc1 (configuration not stated) was read as ERK EGF block 4.8%[57.5 µM].
Screening Cc1ccc(/C=C2\CCC(C3CCCC3)C2=O)cc1 (configuration not stated) returned ERK EGF block 1.1%.
`Cc1ccccc1OCc1nc2ccccc2c(=O)n1/N=C/c1cccc([N+](=O)[O-])c1` gave ERK EGF block 9.6%.
Screening COC(=O)[C@@]1(Cc2ccccc2)[C@H]2c3cc(C(=O)N(C)C)n(Cc4ccc(S(C)(=O)=O)cc4)c3C[C@H]2CN1C(=O)c1ccccc1 returned ERK EGF block -12.6%.
CS(=O)(=O)N1CCC(Oc2ccccc2C(=O)N2CCNC(=O)C2)CC1 was read as ERK EGF block 7.8%.
For O=C(O)CC(NC(=O)Cc1ccccc1)c1cc([N+](=O)[O-])ccc1Cl (configuration not stated) the results were ERK EGF block -2.1%.
Screening CCCCC(=O)NC(c1ccccc1Cl)c1c(O)ccc2ccccc12 (configuration not stated) returned ERK EGF block 0.8%.
Cc1ccc(Cn2c(=O)c3c(nc4n3CCN4Cc3ccco3)n(C)c2=O)cc1 was read as ERK EGF block -1.0%.
For Cc1cc(C)n2nc(SCC(=O)c3cc(C)n(CC4CCCO4)c3C)nc2n1 (configuration not stated) the results were ERK EGF block 4.4%.
CCCn1c(-c2ccc(F)cc2)nc2c(NCCN3CCCCC3)nc(C)nc21 was read as ERK EGF block -2.2%.
`O=C(Nc1cccc(Cl)c1)c1cc(N=Nc2ccc([N+](=O)[O-])cc2Cl)ccc1O` gave ERK EGF block 14.1µM*.
For COc1ccc(-c2c([C@H]3[C@H]4C=CC[C@@H](C)[C@@H]4C(=O)N3Cc3ccccc3)ccc3ccccc23)cc1 the results were ERK EGF block -0.8%[57.5 µM].
For O=C(NNc1cc(Cl)ccc1Cl)c1c(F)cccc1Cl the results were ERK EGF block 13.9%[57.5 µM].
`COc1ccc(N2CCN(CC(=O)N3N=CCC3c3ccccc3)CC2)cc1` (configuration not stated) gave ERK EGF block -5.1%.
`CCc1cc2ccc(OC)cc2nc1SCC(=O)NNC(=O)c1ccco1` gave ERK EGF block 2.2%.
For C/C(Cc1ccccc1)=N\NC(=O)CNC(=O)Cc1ccc(Cl)cc1 the results were ERK EGF block 2.0%[57.5 µM].
